# TRPML3 ag – activates the human TRPML3 channel; HEK293 TRPML3-YFP, Fluo-8 calcium fluorescence; 100% = the carbachol control signal; activation, % at 3 µM; 220,000 tested, 0.29% active; AID 1448;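 active means activation above its plate's cutoff, the mean activation of the plate's test wells plus 3 SD, cut at about 12% in these data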;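 further: 0% = DMSO only wells and 100% = carbachol wells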
# Target sequence (Q8TDD5 whole entry, looked up): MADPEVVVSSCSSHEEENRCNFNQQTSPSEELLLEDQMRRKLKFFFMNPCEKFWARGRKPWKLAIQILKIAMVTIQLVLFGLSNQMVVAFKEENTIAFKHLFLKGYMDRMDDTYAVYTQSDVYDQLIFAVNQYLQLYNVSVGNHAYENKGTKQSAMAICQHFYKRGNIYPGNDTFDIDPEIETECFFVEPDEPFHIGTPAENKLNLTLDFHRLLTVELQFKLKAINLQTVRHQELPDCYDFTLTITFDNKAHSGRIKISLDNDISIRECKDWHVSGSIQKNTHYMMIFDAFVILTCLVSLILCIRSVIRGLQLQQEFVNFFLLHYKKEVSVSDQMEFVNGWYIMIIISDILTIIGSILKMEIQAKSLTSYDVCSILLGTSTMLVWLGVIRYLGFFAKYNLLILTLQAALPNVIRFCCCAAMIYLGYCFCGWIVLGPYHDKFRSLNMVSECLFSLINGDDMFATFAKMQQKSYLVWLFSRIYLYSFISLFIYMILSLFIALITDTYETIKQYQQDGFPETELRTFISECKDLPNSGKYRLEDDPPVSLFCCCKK
#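 Material: HEK293 cells stably carrying human TRPML3-YFP; compound dosing: single dose, 3 µM final nominal compound, 0.3% DMSO final; incubation: 1-h 37 °C dye load, 5-s basal, 120-s post-compound reads; technique: Fluo-8 intracellular calcium fluorescence, excitation 470-495 nm, emission 515-575 nm; read-out basis: percent activation from peak-to-basal fluorescence ratio, scaled between DMSO and carbachol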
# S1P4 agonist – activates the human S1P4 receptor. O95977. S1P4-expressing cell line, agonist reporter assay. activation, % at 4.98 µM. 220,000 tested, 0.35% active. AID 1509; in the data active means activation above about 11%;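 further: 0% = DMSO vehicle and 100% = reference agonist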
# Target sequence (O95977 whole entry, looked up): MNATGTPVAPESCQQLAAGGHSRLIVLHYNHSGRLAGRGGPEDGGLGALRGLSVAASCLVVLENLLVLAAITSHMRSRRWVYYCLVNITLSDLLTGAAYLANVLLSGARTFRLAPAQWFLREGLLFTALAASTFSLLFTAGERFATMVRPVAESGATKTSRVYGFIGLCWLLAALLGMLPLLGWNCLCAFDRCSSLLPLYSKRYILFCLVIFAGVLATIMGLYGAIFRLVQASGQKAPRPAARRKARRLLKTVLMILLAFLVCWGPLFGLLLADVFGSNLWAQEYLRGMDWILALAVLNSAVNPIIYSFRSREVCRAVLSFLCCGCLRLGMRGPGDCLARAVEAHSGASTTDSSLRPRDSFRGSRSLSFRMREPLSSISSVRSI
# EP2 modulator – EP2 receptor (human) modulation; 260,000 tested, 0.83% active; AID 940; induction, % at 25 µM; EP2-expressing cells, cAMP HTRF FRET, PGE2 co-stimulation; P43116;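 active means compounds whose cAMP rise, as percent of the full-agonist control response, exceeds 60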;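 further: rat C6 glioma line stably carrying human EP2 under a CMV promoter; the protocol text gives 20 µM as final concentration; 100% = response of wells given 1 µM PGE2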
# S1P4 antag – antagonists of human S1P4 receptor. O95977. S1P4-expressing cells, antagonist mode, reporter read-out. inhibition, % at 4.98 µM. 220,000 tested, 0.26% active. AID 1510; in the data active means inhibition above about 29%;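 further: 0% = wells stimulated with agonist and 100% = vehicle wells without agonist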
# PERK inh – human PERK inhibition, primary cell-based screen | Q9NZJ5 | CHO PERK-DD fusion, SEAP luminescence translation reporter | inhibition, % at 5.6 µM | 220,000 tested, 0.17% active | AID 1416;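 active means inhibition above the mean inhibition of all tested compounds plus 3 SD, set separately per screening campaign, cut at about 2.9% in these data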;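 further: PERK kinase domain activated by AP20187 dimerizer at 100 nM; 0% = DMSO with dimerizer and 100% = rapamycin at 8.4 µM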
# Calpain2 inh – calpain II (pig) inhibition | purified calpain II, fluorogenic peptide substrate, 30 min | inhibition, % at 16 µM | 220,000 tested, 0.37% active | AID 1236;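 active means inhibition above about 50%, limit read from the data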
# BaF3 parental – counter-screen for JAK2V617F inhibitors: parental Ba/F3 viability inhibitors; CellTiter-Glo ATP luminescence; inhibition, % at 5.6 µM; 220,000 tested, 1.1% active;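 active means inhibition above a per-campaign cutoff, the mean inhibition of all tested compounds plus 3 SD, cut at about 27% in these data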;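 further: 0% = DMSO wells and 100% = JAK Inhibitor I control wells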
# Ba/F3 V617F tox – reduce viability of Ba/F3 cells dependent on JAK2V617F; inhibition, % at 5.6 µM; Ba/F3 EpoR-JAK2V617F viability, ATP luminescence; 220,000 tested, 1.1% active;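 active means inhibition above the campaign mean plus 3 SD over all tested compounds, cut at about 24% in these data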;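 further: cytokine-independent growth of Ba/F3 cells driven by EpoR plus mutant JAK2; 0% = DMSO-treated cells and 100% = JAK inhibitor I control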
# zfTRPN1 agonist – zebrafish TRPN1 (NompC) channel agonism. HEK293 zebrafish TRPN1-YFP, Fluo-8 calcium fluorescence; 100% = response to 87 µM carbachol. activation, % at 3 µM. 220,000 tested, 0.18% active;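 active means activation above its plate's cutoff, the mean activation of test wells on that plate plus 3 SD, cut at about 19% in these data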;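 further: 0% = DMSO alone and 100% = 87 µM carbachol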
#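 Material: zebrafish TRPN1-YFP in HEK293 cells; Doses: single test compound dose, 3 µM nominal, 0.3% DMSO; Timing: dye loading 1 h at 37 °C, then 30 min room temperature; Technique: intracellular calcium fluorescence with Fluo-8; Benchmarks: high carbachol 87 µM, low DMSO alone.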
# Starred values were filed as active, the others as inactive; . = not tested or not shown; & = joins results of further samples.
SMILES,TRPML3 ag,S1P4 agonist,EP2 modulator,S1P4 antag,PERK inh,Calpain2 inh,BaF3 parental,Ba/F3 V617F tox,zfTRPN1 agonist
O=C(Nc1ccc(Cl)cc1C(=O)NCCN1CCOCC1)c1ccco1,-0.9,0.0,9.2,-12.3,0.1,-3.5,6.0,0.6,0.7
O=c1[nH]c(/C(Cl)=C/c2cccc(F)c2)nc2cc(C(F)(F)F)ccc12,0.8,1.4,-46.0,-17.1,1.1,-49.1,4.6,1.0,1.0
COc1ccc(CCn2c(-c3ccc(C(C)(C)C)cc3)n[nH]c2=S)cc1OC,0.3,0.4,25.2,0.6,0.4,14.9,3.1,-0.7,-2.8
COc1ccc2c(c1)c(CC(=O)Nc1ccc(C)cc1)c(C)n2C(=O)c1ccc(Cl)cc1,0.7,-3.0,23.7,-2.7,-0.8,13.5,1.6,-2.5,-0.4
COc1ccc2c(c1)c(/C=N/Nc1ccc(C(=O)O)cc1)c(C)n2C,0.2,1.6,11.3,7.6,2.5,-27.6,0.1,-2.5,0.6
CC(=O)c1cc(CC=C(C)C)c(O)cc1O,-1.7,-1.5,33.8,-0.7,0.7,-10.7,-4.3,-3.9,-2.5
COc1cccc(-n2c(SCC(=O)NC(C)(C)C)nnc2-c2ccoc2C)c1,-1.1,-0.2,36.0&31.7,0.3,-2.1,-4.0,6.5,-0.7,0.6
CC(=O)NN1C(=O)/C(=C\c2ccc(O)cc2)SC1=S,3.0,1.7,20.0,-21.1,1.8,-26.0,4.7,-1.5,4.3
CCC1(C(=O)O)NC(c2cccc(OC)c2O)C2C(=O)N(c3ccccc3)C(=O)C21 (stereo not given),0.1,0.1,-0.1,-0.9,-0.1,-7.9,1.8,-0.3,0.7
O=C(Nc1ccccn1)c1ccc2c(c1)S(=O)(=O)c1ccccc1C2=O,0.9,0.3,6.3,-12.4,0.4,20.1,3.1,2.5,1.6
CC(C)CC1C(C#N)=C(N)OC2=C1C(=O)CC(c1ccccc1)C2 (stereo not given),-0.3,-2.5,-20.7,-15.5,-0.1,11.7,0.3,-2.1,-1.5
Cc1ccc(Cl)cc1NC(=O)N[C@@H](C)C(=O)O,1.1,0.6,3.9,-24.6,0.4,-6.5,0.9,-2.4,0.4
c1ccc2c(N3CCCCC3)nnc(N3CCCCC3)c2c1,-0.1,-1.2,22.3,2.1,-0.6,-204.8,7.1,4.4,0.5
CNC(=O)COC(=O)c1ccccc1Nc1ccccc1,-0.3,0.7,46.3,5.4,1.1,9.6,1.3,-2.0,-1.1
O=S(=O)(c1ccc(Oc2ccccc2)cc1)N1CCOCC1,-0.2,-1.0,-3.6,8.0,0.2,29.7,2.5,1.2,0.3
COCCNc1oc(/C=C/c2ccccc2)nc1C#N,-0.1,2.9,-36.1,-10.2,-1.6,-322.7,0.5,-3.2,-1.1
C=CCc1cccc2cc(C(=O)OCC)c(=O)oc12,0.2,2.1,29.6,-15.8,-0.2,-33.2,5.2,1.3,0.0
CCCn1c(N)c(N(CCOC)C(=O)/C=C/c2cccc(Cl)c2)c(=O)[nH]c1=O,1.0,-0.5,14.5,-10.4,-0.8,17.5,10.7,6.5,-1.0
O=C(Cn1ncc2c(=O)oc3ccccc3c21)NCC1CCCO1 (stereo not given),1.9,-0.1,18.6,1.0,0.2,14.1,1.1,-1.7,0.5
CC1(C)OC(=O)C(=CSc2ccc(C(C)(C)C)cc2)C(=O)O1,0.7,-0.7,10.0,-8.6,1.4,-10.7,2.7,-1.8,2.5
Cc1nn(C)c(C)c1S(=O)(=O)N(CC(=O)Nc1ccccn1)c1ccc(C(C)C)cc1,0.2,-1.7,20.4,4.8,0.1,-5.4,6.3,-0.5,-1.4
N#Cc1ccc(Oc2ccc(-c3cnc4ccccc4n3)cc2)cc1C#N,0.2,0.0,1.2,-12.3,1.1,5.8,4.2,-1.5,1.2
O=C(CSc1nnc(-c2c[nH]c3ccccc23)n1CC1CCCO1)Nc1ccc2c(c1)OCCO2 (stereo not given),1.5,-3.0,-10.1,1.2,0.5,-32.7,5.0,-0.6,-0.2
Cc1ccc(C)n1-c1ccncc1,0.9,0.0,10.1,0.1,1.4,22.1,0.6,-2.6,1.5
COC(=O)c1ccccc1NC1c2ccccc2C(=O)N1c1cccnc1 (stereo not given),-0.3,1.3,18.6,12.4,0.0,-18.4,0.1,-1.7,0.5
CN(C)C=Nc1c(Br)cc(Br)c2nonc12,7.6,-2.4,9.8,-6.2,0.2,27.0,2.0,0.6,8.2
Cc1ccc2occ(C3N[C@H](C(=O)O)CS3)c(=O)c2c1 (stereo not given in full),0.8,0.1,4.2,-4.4,0.1,-18.8,6.6,-0.6,-1.1
O=C(Nc1cccc([N+](=O)[O-])c1)c1cc2ccccc2cc1O,17.1*,1.5,-28.0,4.3,-1.1,1.1,6.5,24.0*,26.8*
CCC(CC)C(=O)NCc1ccc(OC)cc1,-0.3,-2.1,-13.7,2.0,0.0,30.1,1.3,-2.7,-1.5
CCN1CCN(C(=O)/C=C/c2ccc(C)o2)CC1,-0.1,0.4,-10.8,-5.4,1.1,12.3,2.6,0.5,0.5
COc1ccc(OC)c2sc(NC(=O)c3ccc(S(=O)(=O)N4CCOCC4)cc3)nc12,0.8,0.9,-4.2,5.2,1.0,-47.3,3.9,-2.0,0.8
CC(=O)Nc1ccc(SC(C)C(=O)NC(N)=O)cc1 (stereo not given),0.7,-0.5,-4.4,4.0,1.4,-16.6,5.5,0.5,0.5
Cc1ccc(-n2ncc3c(NNC(=O)Cc4ccccc4)ncnc32)cc1,0.3,-4.3,-0.7,-7.8,-0.7,-6.4,6.1,1.4,-1.2
COC(=O)/C=C/C(=O)Nc1ccc(O)c(Cl)c1,0.6,0.1,30.6,-13.1,1.4,-8.0,2.4,-0.1,1.1
CC1CN(c2nc(-c3ccccc3)nc3ccccc23)CC(C)O1 (stereo not given),0.1,-1.2,41.1,-2.6,0.3,8.2,-1.9,-3.7,-0.9
CCCCn1nnc(NC(=S)NC(=O)c2ccc(-c3cccc(Cl)c3Cl)o2)n1,0.1,2.6,-0.2,-3.0,0.3,22.3,7.0,3.1,0.8
CC(C)(C)NC(=O)c1nc2nc(-c3ccccc3)cc(C(F)(F)F)n2n1,0.8,0.7,14.0,-10.6,1.1,-52.1,4.5,0.3,-1.3
Cc1[nH]c2ccccc2c1C(=O)COC(=O)c1c(-c2ccccc2)noc1C,0.3,0.3,-23.6,-12.6,-0.3,4.6,9.7,2.2,2.0
CCN(c1ccc(NC(=O)CN2C(=O)NC3(CCOc4ccccc43)C2=O)cc1)C(C)C (stereo not given),0.2,-2.7,-3.5,-8.8,-0.5,15.5,6.2,2.7,0.1
CSc1cccc(NC(C)=O)c1,-0.2,0.2,-16.4,-19.4,0.3,-13.0,-0.7,-0.9,-1.4
COc1ccc(NC(=O)CN(C)C(=O)c2oc3ccccc3c2C)cc1,-0.8,-0.9,1.9,-1.5,0.8,-9.2,4.8,9.1,-1.3
COc1ccc(N2CC(C(=O)O)CC2=O)cc1 (stereo not given),0.9,1.2,30.9,-0.9,-0.1,-9.9,1.8,1.0,0.6
Cc1ccc(-c2ncccc2OC(=O)C23CC4CC(CC(C4)C2)C3)cc1,-0.8,-0.7,2.3,-12.2,1.3,-32.3,0.9,-2.4,-0.7
Cc1cc(C)n(CC(O)Cn2c3ccc(Cl)cc3c3cc(Cl)ccc32)c(=O)n1 (stereo not given),-0.1,1.9,-27.2,-15.1,-0.3,-113.7,4.8,-0.6,0.1
O=C(COc1ccc(S(=O)(=O)Nc2ccccc2)cc1)N1CCOCC1,1.2,2.5,11.6,11.3,1.2,14.5,-0.8,-2.7,0.8
O=C(c1ccccc1F)N1CCN=C1SCc1cccnc1,0.5,0.7,27.0,-0.2,0.3,-12.3,-1.5,-2.4,2.0
CCOC(=O)C1C(=O)C=C(C)C(C(=O)OCC)C1c1ccc(OC)cc1 (stereo not given),-1.3,0.7,.,7.1,-0.1,.,3.0,0.8,-0.7
CCOC(=O)C1=C(C)NC(=O)NC1c1ccc(OCC(N)=O)cc1 (stereo not given),0.5,1.6,23.6,-22.2,0.7,-12.5,2.0,-0.9,0.7
COc1ccc2ccccc2c1CN1CCN(C)CC1,0.1,0.9,1.7,-13.7,-1.5,13.8,4.3,-0.1,0.0
O=C(NC(=S)NCCc1ccccc1)c1ccco1,0.4,0.0,-24.4,-11.6,0.1,1.5,1.6,-3.7,-0.4
O=c1[nH]c(C(F)(F)F)nc2ccccc12,0.9,-1.5,25.7,-2.9,2.5,-12.9,2.5,-2.4,1.3
CCC(=O)NCC(=O)OCC(=O)c1ccccc1,0.2,0.9,23.8,-16.8,0.3,-9.0,3.5,0.2,-0.2
Oc1c(C(c2ccc(F)cc2)N2CCc3ccccc3C2)sc2ncnn12 (stereo not given),0.8,1.9,-8.2,-8.6,0.6,3.1,2.1,-1.1,0.9
CC(=O)Nc1ccc(N2C(=O)CC(N3CC(C)OC(C)C3)C2=O)cc1 (stereo not given),1.1,-1.6,10.8,4.2,0.5,17.0,1.4,-0.8,-0.1
Cc1ccc(S(=O)(=O)Oc2ccccc2/C=N/NC(=O)c2nn(C)cc2[N+](=O)[O-])cc1,0.2,-3.5,-9.5,-11.0,-0.4,3.4,1.7,-2.5,1.2
CCC(C)(C(=O)NC1CCCCC1)N(Cc1cccs1)C(=O)c1ccccn1 (stereo not given),0.1,44.7*,31.0,3.5,0.2,-7.4,-2.0,-2.8,-1.3
C=CCN1C(=O)CN=C1Nc1cccc(C)c1,0.1,-0.7,31.3,5.0,0.6,-27.3,5.3,-4.5,-0.8
CC(C)N(Cc1nc(-c2ccccc2)no1)C(=O)c1ccc(Br)o1,-0.5,0.0,6.3,-16.7,0.4,4.0,-0.3,-1.6,-0.7
COc1ccc(-c2cc(C(=O)N/N=C/c3ccc(OC)c(COCC(F)(F)C(F)F)c3)c3ccccc3n2)c(OC)c1,0.7,72.1*,1.8,-8.9,0.8,-101.0,4.4,48.8*,-0.6
CN(C)c1ccc(/C=N/NC(=O)Cn2nnc3ccccc32)cc1,-0.4,0.6,-47.2,1.0,-1.0,-95.8,4.5,3.1,-2.0
N/C(Cc1ccc([N+](=O)[O-])cc1)=N\OC(=O)c1ccc([N+](=O)[O-])cc1,1.1,-3.6,-49.9,3.6,0.3,42.0,2.1,1.1,0.7
Cc1ccc(C(=O)NC(=S)N2CCN(c3ccccc3F)CC2)cc1,-0.7,2.3,-62.3,-15.6,1.3,-3.2,4.9,0.5,-2.5

# No new results follow: entries from further up.
SMILES,TRPML3 ag,S1P4 agonist,EP2 modulator,S1P4 antag,PERK inh,Calpain2 inh,BaF3 parental,Ba/F3 V617F tox,zfTRPN1 agonist
COc1ccc(-c2cc(C(=O)N/N=C/c3ccc(OC)c(COCC(F)(F)C(F)F)c3)c3ccccc3n2)c(OC)c1,0.7,72.1*,1.8,-8.9,0.8,-101.0,4.4,48.8*,-0.6
CN(C)c1ccc(/C=N/NC(=O)Cn2nnc3ccccc32)cc1,-0.4,0.6,-47.2,1.0,-1.0,-95.8,4.5,3.1,-2.0
N/C(Cc1ccc([N+](=O)[O-])cc1)=N\OC(=O)c1ccc([N+](=O)[O-])cc1,1.1,-3.6,-49.9,3.6,0.3,42.0,2.1,1.1,0.7
